# Screening data deposited in PubChem by National Center for Advancing Translational Sciences (NCATS).
# LMNA splice mod: changes lamin A minigene splicing in HeLa cells | HeLa LMNA splicing GFP/RFP minigene ratio, 48 h | Potency, µM (doses to about 46.1 µM), without a hit: at the top dose ratio change, negative = inhibition, actives largely listed as inhibitors | 200,000 compounds, 0.01% hits | AID 1487; active = well fitted inhibition curve with a large enough effect in the signal ratio, with a control signal flat, not every such curve was filed as active; inconclusive = small, poorly fitted or top-dose-only effect, or effect the other way, or a change in a side signal; the % refers to the signal ratio; note: % is set by controls: 0 for no effect and ±100 for the full control effect
#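 S3 HeLa cells stably expressing lamin A-EGFP splicing minigene plus DsRed2, 600 cells/well, 48 h compound exposure at 37C. Laser-scanning cytometry; analysed as GFP (500-530 nm)/RFP (575-640 nm) total intensity ratio; 0.5% DMSO vehicle.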
# SMN2 splice enh: SMN2 splice variant enhancement; HEK293 SMN2-luciferase splicing reporter, luminescence, 30-36 h; Potency, µM (series often up to 46.1 µM), for the others: at the highest dose activity change, positive = activation, most hits filed as activators; 210,000 compounds, 2.8% hits; AID 1458; note: % of control where 0% means no effect; nearly all actives have a fitted effect of over 55% in size
#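 HEK293 cells carry an SMN2 minigene-luciferase reporter in which exon 7 inclusion puts luciferase in frame. Cells were seeded at 2000 cells/well, attached for 10-12 hours, then exposed to compounds for 30-36 hours at 37C before ONE-Glo luminescence.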
# RECQ1 helicase: inhibitors of human RECQ1 DNA helicase; P46063; RECQ1 DNA unwinding, red fluorescence kinetic read; Potency, µM (titrated, usually from 57.3 µM), for the others: at the highest dose activity, negative = inhibition, actives largely listed as inhibitors; 240,000 compounds, 0.54% hits; AID 2549;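 note: plate controls were vehicle for no effect and no enzyme for full effect; nearly all actives have a fitted effect of over 30% in size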
# Target sequence (P46063 whole entry, looked up): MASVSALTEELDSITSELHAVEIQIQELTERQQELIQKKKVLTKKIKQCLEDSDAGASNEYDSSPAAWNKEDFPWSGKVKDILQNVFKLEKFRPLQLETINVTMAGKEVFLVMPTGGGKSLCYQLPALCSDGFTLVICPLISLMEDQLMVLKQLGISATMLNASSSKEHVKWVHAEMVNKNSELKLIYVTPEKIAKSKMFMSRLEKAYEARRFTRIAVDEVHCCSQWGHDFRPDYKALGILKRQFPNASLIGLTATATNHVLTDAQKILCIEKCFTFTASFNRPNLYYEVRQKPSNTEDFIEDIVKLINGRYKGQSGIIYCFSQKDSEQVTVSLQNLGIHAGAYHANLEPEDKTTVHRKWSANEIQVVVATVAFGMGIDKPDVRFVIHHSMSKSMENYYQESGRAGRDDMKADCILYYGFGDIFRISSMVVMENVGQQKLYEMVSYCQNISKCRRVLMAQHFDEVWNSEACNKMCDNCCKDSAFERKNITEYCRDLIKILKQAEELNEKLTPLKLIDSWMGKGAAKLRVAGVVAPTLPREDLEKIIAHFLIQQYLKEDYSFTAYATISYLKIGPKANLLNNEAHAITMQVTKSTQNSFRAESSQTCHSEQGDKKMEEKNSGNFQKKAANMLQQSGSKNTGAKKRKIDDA
#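 RECQ1T1 50 nM; forked duplex (20 bp + 30-nt ss tails) 200 nM, ATP 2 mM final; pH 8.0, 2 mM MgCl2, 2.5 ug/ml poly(dI-dC); 15 min compound preincubation; discontinuous kinetic read over 2 h at RT.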
# ALDH1A1 block: ALDH1A1 (human) enzyme inhibition | P00352 | Purified ALDH1A1, NADH fluorescence, propionaldehyde substrate | Potency, µM (top dose mostly 75.3 µM), for the others: top-dose activity, negative = inhibition, actives largely listed as inhibitors | 220,000 compounds, 7.3% hits | AID 1030; active = well fitted inhibition curve with a large enough effect, not every such curve was filed as active; inconclusive = small, poorly fitted or top-dose-only effect, or another doubt; inactive = no such curve, though single readings can be large or run the other way;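 note: plate controls were no enzyme wells and a reference inhibitor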
# TR SRC2 fluor cs: Texas Red fluorescence interference in TRb-SRC2 counter-screen; Potency, µM (highest dose often 106 µM), inactives show top-dose fluorescence change, negative = quenching; AID 1479; 280,000 compounds, 0.29% hits; TRb/SRC2 Texas Red total fluorescence interference; active = well fitted curve in either direction with a large enough effect; inconclusive = small, poorly fitted or top-dose-only effect; note: % is set by controls: 0 for no effect and ±100 for the full control effect
#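 Flags fluorescent or light-absorbing compounds by total fluorescence, S + 2P, at 555 nm excitation and 632 nm emission. Mixture: 20 nM Texas Red SRC2 peptide, 0.6 uM human TRb LBD, 1 uM T3, 5% DMSO; compound exposure 5 h at ambient temperature.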
# JMJD2E inh: JMJD2E (human) inhibition; B2RXH2; JMJD2E catalytic domain, FDH-coupled NADH fluorescence (FDH is formaldehyde dehydrogenase); Potency, µM (series often up to 57.1 µM), inactives show at the highest dose activity change, negative = inhibition, usual class: inhibitors; 230,000 compounds, 1.6% hits; AID 2147; active = well fitted inhibition curve with a large enough effect, not every such curve was filed as active; inconclusive = small, poorly fitted or top-dose-only effect, or another doubt; inactive = no such curve, though single readings can be large or run the other way;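 note: 0% = wells with enzyme and -100% = buffer wells without enzyme; nearly all actives have a fitted effect of over 50% in size; many of its hits are not listed in these tables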
# Target sequence (B2RXH2 1-337 limits assumed): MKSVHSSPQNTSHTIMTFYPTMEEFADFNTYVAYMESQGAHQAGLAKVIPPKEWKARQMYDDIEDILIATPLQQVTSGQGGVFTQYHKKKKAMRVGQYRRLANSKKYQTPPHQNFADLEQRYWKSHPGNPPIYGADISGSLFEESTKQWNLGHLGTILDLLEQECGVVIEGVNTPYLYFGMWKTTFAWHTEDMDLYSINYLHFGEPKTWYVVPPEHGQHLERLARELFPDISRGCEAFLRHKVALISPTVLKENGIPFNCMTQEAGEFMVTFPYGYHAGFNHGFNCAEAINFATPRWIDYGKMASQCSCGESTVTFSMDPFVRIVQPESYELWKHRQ
# TRb-SRC2 inh: TRbeta-SRC2 interaction inhibition; TRbeta-SRC2 peptide binding, fluorescence polarization; receptor liganded with 1 µM T3; Potency, µM (top dose mostly 106 µM), inactives show top-dose activity change, negative = inhibition, actives largely listed as inhibitors; 280,000 compounds, 0.065% hits; AID 1469;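 note: plate controls were bound peptide for no effect and peptide without receptor for full effect; nearly all actives have a fitted effect of over 50% in size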
#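 Fluorescence polarization of 20 nM Texas Red SRC2 peptide (20-aa NR interaction domain) bound to 0.6 uM human TRb ligand-binding domain, with 1 uM T3, after 5 hr at ambient temperature; inhibition seen as decreased polarization.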
# GoLoco inh red: inhibitors of human Gai1-RGS12 GoLoco interaction (red fluorophore); P63096; Gai1:RGS12 GoLoco peptide FP, rhodamine, 10 min; Potency, µM (series often up to 61.6 µM), for the others: at the highest dose activity, negative = inhibition, actives largely listed as inhibitors; 230,000 compounds, 0.44% hits; AID 880; active = well fitted inhibition curve with a large enough effect, not every such curve was filed as active; inactive = no such curve, though single readings can be large or run the other way; note: % is set by controls: 0 for no effect and ±100 for the full control effect; nearly all actives have a fitted effect of over 30% in size; many of its hits are not listed in these tables
# The depositor's hits bear a star; i = inactive; ? = inconclusive; / = no result given; & = joins results of further samples; [ ] = another dose, or the depositor's remark. Unless noted, calls come from the whole dose curve; as a rule, active = well fitted curve in the direction sought with a large enough effect; inconclusive = small, poorly fitted or top-dose-only effect, or another doubt; inactive = no such curve, though single readings can be large; an effect the other way counts as inactive or inconclusive. Potency is the fitted concentration of half-maximal effect. This is a subset, so the mix of outcomes need not match the whole.
SMILES,LMNA splice mod,SMN2 splice enh,RECQ1 helicase,ALDH1A1 block,TR SRC2 fluor cs,JMJD2E inh,TRb-SRC2 inh,GoLoco inh red
N#Cc1ccc(Oc2cccc(C(=O)O)c2)cc1C#N,-3%,/,-3%,7%,2%,0%,-19%,/
Cc1onc(C(=O)Nc2sc3c(c2C#N)CCCC3)c1[N+](=O)[O-],-11%[46 µM],/,17%,7.1µM*,-1%,-15%,2%,32%[activator]
COc1ccc(F)cc1CN1CCN(C(=O)CCC(=O)Nc2nnc(C(C)C)s2)CC1,17%,-9%,i,?,0%,-4%,-12%,-5%
Cc1cccc(C(=O)N/N=C/c2cc(Br)c(Br)o2)c1,?,6%,0%,-9%,-1%,-6%,0%,5%
Cc1cccc(CSc2ncnc3nc[nH]c23)c1,-7%,22%,-10%,-1%,-2%,2%,-16%,9%
Cc1cc(C)n(-c2cc(C(=O)O)cc(C(=O)O)c2)n1,1%[46 µM],-1%,i,-1%,-1%,-2%,-7%,21%
CCN(CC)CCCNC(=O)C1c2ccccc2C(=O)N(C)C1c1ccc(OC)cc1 (stereo not drawn),5%,-7%,3%,6%,1%,4%,-2%,1%
Cc1cc(C)nc(NS(=O)(=O)c2ccc(NC(=O)c3cccs3)cc2)n1,16%,18%,-4%,?,-1%,-5%,8%,28%
C[C@]1(c2ccccc2)OC(C(=O)O)=CC1=O,/,/,i,-8%,-4%,-13%,4%,-4%
CC1Cc2ccccc2N1C(=O)CSc1ncc(-c2ccc(F)cc2)n1C (stereo not drawn),-23%,13µM*,-5%,-12%,0%,2%,16%,3%
O=C(Nc1cccc(F)c1)N1CC[C@@]2(CCCN(C(=O)c3cc(C(F)(F)F)cc(C(F)(F)F)c3)C2)C1,/,-13%,-5%,4%,/,/,/,3%
CCC(C(=O)NC1CCCC1)N(C(=O)Cn1nnc(-c2cccs2)n1)c1cnc2ccccc2c1 (stereo not drawn),-3%,9%,1%,5%,-2%,-4%,9%,5%
CC1(C(=O)O)CCC(C(=O)NC2CCCCCC2)C1(C)C (stereo not drawn),?,5%,-5%,8%,-1%,-23%,5%,11%
CC(NC(=O)CCN1N=C(c2ccccc2)CCC1=O)c1ccc2c(c1)OCCO2 (stereo not drawn),6%[46 µM],13%,i,-3%,-2%,-2%,8%,5%
COc1cccc(NC(=O)C(NCC(C)(C)CN(C)C)c2ccccc2)c1 (stereo not drawn),6%,-2%,i,-6%,3%,?,2%,0%
CCN1C(=O)N(CC)C2NC(=S)NC21 (stereo not drawn),-3%,-5%,0%,-8%,0%,2%,0%,-4%
O=C1CN=C(Nc2ccccc2Cl)N1Cc1ccc2c(c1)OCO2,1%,9%,-6%,6%,0%,-12%,7%,-15%
CCOC(=O)c1cnc2ccc(C)cn2c1=O,/,/,i,/,3%,?,7%,2%
O=C(Nc1ccccc1)N1CC2(CCN(C(=O)c3cccc(F)c3)CC2)C1,/,-1%,-4%,-7%,/,/,/,0%
CC(C)C[C@@H](NC(=O)[C@@H](O)[C@H](N)Cc1ccccc1)C(=O)O,/,/,-10%,7%,1%,/,5%,7%
COc1ccccc1Nc1nc(-c2ccccc2)nc2ccccc12,?,-12%,i,?,-1%,?,2%,4%
NCCC[C@@H](CC(=O)N[C@@H]1CCCC[C@H]1C(=O)N[C@H](CC(=O)N[C@@H](CCC(=O)O)CC(=O)O)Cc1ccccc1)NC(=O)C[C@H](Cc1c[nH]c2ccccc12)NC(=O)[C@@H]1CNCC[C@H]1N,/,-9%,-2%,-6%,0%,?,0%,-1%
Cc1nn(-c2ccccc2)c2c1C1(C(=O)N(C)c3ccccc31)N(c1ccccc1)C(=O)N2 (stereo not drawn),1%,-21%,-5%,-4%,-2%,-7%,-6%,-13%
CC(=O)c1cccc(NC(=O)C(C)N2CCc3ccccc3C2)c1 (stereo not drawn),/,/,i,/,-1%,-25%,-10%,4%
CCn1nnnc1NCc1c(OC)ccc2ccccc12,-15%[46 µM],8%,-4%,14%,-2%,-6%,-7%,5%
Cc1csc(NC(=O)CN(C)S(=O)(=O)c2cccc3cccnc23)n1,-2%,-24%,-1%,?,0%,14%,-9%,-10%
COc1cccc(-n2c(SCC(=O)N3CCc4ccccc43)nnc2-c2c[nH]c3ccccc23)c1,-4%,-14%,-11%,?,2%,-6%,3%,5%
CC(C)OC(=O)CCCN1C(=O)c2ccc(N)cc2C1=O,0%,-18%,7%,2%,-1%,-4%,-1%,9%
OC(COc1ccccc1)Cn1cc(Br)cn1 (stereo not drawn),2%,-4%,-1%,3%,-6%,2%,-3%,-6%
CC(C)n1nnnc1-c1cc(Cl)cc(Cl)c1,7%,-16%,-5%,6%,-2%,5%,-15%,8%
CCC(C)(C)NC(=O)C(c1ccc(O)cc1)N(C(=O)Cn1nnc2ccccc21)c1ccc(NC(C)=O)cc1 (stereo not drawn),/,/,-6%,/,2%,3%,6%,-5%
COc1ccc(-c2nn(-c3ccccc3C)cc2CNC(C)c2cn(C)nc2C)cc1F (stereo not drawn),-7%[46 µM],-5%,0%,-2%,-2%,-11%,10%,2%
CC(=O)N1CCc2cc(S(=O)(=O)NC(CC(C)C)C(=O)Nc3cc(C(=O)O)ccc3C)ccc21 (stereo not drawn),-6%,2%,-1%,9%,-2%,2%,-21%,1%
COc1ccc(CNC(=O)CCCc2ccccc2)cc1,-5%,2%,-18%,1.1µM*,-3%[53 µM],1%,8%[53 µM],-3%
COc1ccc(/C=N/NC(=O)c2nn(-c3ccccc3)c(=O)c3c(N)scc23)cc1,-5%,5%,25µM*,28µM*,-20%,?,5%,21%
Cc1cccc(C)c1NC(=S)N1CCCN(Cc2ccc(F)cc2)C1,/,-6%,-12%,4%,-1%,49%[activator],-5%,2%
COc1cccc(N/N=C(\C#N)S(=O)(=O)C(C)(C)C)c1,/,-17%,i,-4%,0%,-4%,0%,2%
CC(=O)N(Cc1ccc(F)cc1)Cc1nc2ccccc2c(=O)[nH]1,?,/,8%,5%,-2%,7%,3%,14%
O=C(c1ccc(S(=O)(=O)N2CCOCC2)cc1)N(c1ccccc1)C1C=CS(=O)(=O)C1 (stereo not drawn),-9%,-2%,-4%,?,4%,-3%,7%,-9%
CSCCC(NC(=O)/C(=C\c1ccc(Cl)cc1)NC(=O)c1ccccc1)C(=O)O (stereo not drawn),/,0%,i,2%,1%,-2%,8%,10%
O=C(NC1CCC(C(=O)O)CC1)OCc1ccccc1 (stereo not drawn),1%&3%,2%&26%,-5%&-3%,2%&18%,-2%&-2%,-2%&3%,1%&10%,1%&8%
CCOC(=O)c1c(C)n(C)c2cc(-c3cccc(C(F)(F)F)c3)c(O)cc12,-1%,2%,-1%,4%,-2%,?,1%,-12%
CCOc1ccc(S(=O)(=O)NCCCN2CCCC2=O)cc1,2%[46 µM],7%,i,-10%,-3%,3%,-7%,14%
CCCCC/C=C\C\C=C/C=C/C=C/[C@@H](SCC(NC(=O)CCC(N)C(=O)O)C(=O)NCC(=O)O)[C@@H](O)CCCC(=O)O (stereo partly drawn),/,9%,-8%,0%,-1%,-4%,4%,7%
CC1(C)Cc2c(sc3c2c(=N)n(Cc2ccco2)c(=O)n3CC(=O)Nc2cccc(Cl)c2)CO1,?,-7%,22%,?,0%,?,1%,123%[activator]
CCCCn1nc2cc(C(=O)NCc3ccco3)ccc2c1OCC,13%,-17%,6%,?,-1%,?,1%,8%
CS(=O)(=O)N1N=C(c2cccs2)CC1c1ccccc1F (stereo not drawn),/,/,-8%,-10%,-5%,-1%,-4%,9%
CCOC(=O)c1cn[nH]c1NC(=S)Nc1ccc(OC)cc1,/,/,10%,/,-8%,-4%,-7%,10%
CCC(C)Cn1c(C(C)C)nc2ccccc21 (stereo not drawn),/,-2%,i,1%,-5%,-29%,0%,-8%
Cn1c(SCC(=O)Nc2cccnc2)nnc1-c1ccccc1F,-18%[46 µM],-14%,-8%,-9%,-2%,3%,-4%,4%
C=CCn1c(SCC(=O)Nc2ccccc2)nnc1-c1cccc(S(=O)(=O)N2CCOCC2)c1,1%,-24%,-1%,?,0%,-10%,5%,-2%
CCC(NC(=S)NCc1ccccc1)C(=O)O (stereo not drawn),11%,3%,-8%,-5%,-2%,-2%,10%,7%
CCOc1c2ccc(C(=O)NCc3ccc4c(c3)OCO4)cc2nn1C,-1%,5%,-3%,?,0%,?,0%,2%
COc1ccc(Br)cc1S(=O)(=O)n1ccnc1C,2%,?,-3%,10%,-1%,9%,3%,1%
Cc1n[nH]c(C)c1S(=O)(=O)N1CCCC(C(=O)NC2CCCc3ccccc32)C1 (stereo not drawn),-7%,-48%[inhibitor],-8%,-6%,-1%,-9%,-13%,10%
O=C(Nc1cnn(Cc2ccc(F)cc2)c1)c1cc(-c2cccs2)on1,3%,-16%,i,?,2%,?,-20%,15%
CCN(CC)C(=O)Cn1cnc2sc(C(=O)Nc3cc(OC)c(OC)c(OC)c3)c(C)c2c1=O,0%,3%,i,-3%,-1%,1%,1%,5%
O=C(NCc1ccncc1)Nc1cccc([N+](=O)[O-])c1,?,/,-2%,7%,-2%,3%,2%,10%
N=C(c1cccc([N+](=O)[O-])c1)N1CCCCC1,?,-8%,i,5%,-2%,7%,-12%,28%

# By substructure, the compounds so far containing a CF3 group.
SMILES,LMNA splice mod,SMN2 splice enh,RECQ1 helicase,ALDH1A1 block,TR SRC2 fluor cs,JMJD2E inh,TRb-SRC2 inh,GoLoco inh red
O=C(Nc1cccc(F)c1)N1CC[C@@]2(CCCN(C(=O)c3cc(C(F)(F)F)cc(C(F)(F)F)c3)C2)C1,/,-13%,-5%,4%,/,/,/,3%
CCOC(=O)c1c(C)n(C)c2cc(-c3cccc(C(F)(F)F)c3)c(O)cc12,-1%,2%,-1%,4%,-2%,?,1%,-12%
